Compound activity as filed in PubChem.
PAD4 FP inh: human PAD4 inhibitors, primary screen, biochemical, fluorescence polarization, 1536-well format. recombinant PAD4, RCA probe fluorescence polarization. inhibition, % at 6.36 µM. 330,000 compounds, 0.41% hits;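 active means percent inhibition above a cutoff equal to the mean of all tested compounds plus 3 SD, cut at about 15% in these data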;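 further: 0% = PAD4 with RCA probe and DMSO and 100% = probe without PAD4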
Target sequence (Q9UM07 whole entry, looked up): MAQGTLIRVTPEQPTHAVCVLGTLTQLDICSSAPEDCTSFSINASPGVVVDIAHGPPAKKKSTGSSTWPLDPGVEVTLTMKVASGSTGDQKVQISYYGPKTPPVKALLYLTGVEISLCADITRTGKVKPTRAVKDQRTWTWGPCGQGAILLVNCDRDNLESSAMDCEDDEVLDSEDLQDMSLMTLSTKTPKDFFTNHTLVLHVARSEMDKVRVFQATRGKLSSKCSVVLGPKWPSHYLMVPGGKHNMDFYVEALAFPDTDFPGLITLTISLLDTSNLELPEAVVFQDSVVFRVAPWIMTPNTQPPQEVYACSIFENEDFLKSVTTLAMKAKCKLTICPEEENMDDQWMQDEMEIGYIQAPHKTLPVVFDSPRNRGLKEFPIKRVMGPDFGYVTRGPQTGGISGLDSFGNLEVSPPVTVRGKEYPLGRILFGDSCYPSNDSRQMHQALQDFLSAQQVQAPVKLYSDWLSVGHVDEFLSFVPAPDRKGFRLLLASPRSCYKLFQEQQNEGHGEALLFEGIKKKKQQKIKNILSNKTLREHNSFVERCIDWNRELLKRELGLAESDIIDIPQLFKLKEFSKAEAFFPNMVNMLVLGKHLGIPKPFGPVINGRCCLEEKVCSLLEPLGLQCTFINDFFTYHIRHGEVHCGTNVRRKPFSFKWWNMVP
Fam108B counter: mouse Fam108B serine hydrolase inhibitors, primary screen, counter-screen for RBBP9 inhibitor project, biochemical, fluorescence polarization; AID 1947, 2009; inhibition, % at 9.51 µM; 300,000 compounds, 0.33% hits; recombinant Fam108B, FP-Rh probe fluorescence polarization;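 active means inhibition above the screen mean inhibition plus 3 SD, computed separately per campaign, cut at about 18% in these data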;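 further: inhibitors lower polarization as less probe binds the enzyme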
PAFAH2 inh: PAFAH2 enzyme inhibitors, primary screen, biochemical, fluorescence polarization, human. Platelet-activating factor acetylhydrolase 2, cytoplasmic (Homo sapiens), Q99487. recombinant PAFAH2, FP-rhodamine activity probe. inhibition, % at 3.39 µM. 340,000 compounds, 0.99% hits. AID 492956, 2010;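 active means inhibition above the mean over all tested compounds plus 3 SD, cut at about 30% in these data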;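 further: inhibitors block probe labeling of enzyme so polarization drops; 0% = enzyme with DMSO and 100% = wells lacking PAFAH2 protein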
GSTO1 inh: inhibitors of recombinant GSTO1, primary screen, counter-screen for RBBP9 inhibitor project, biochemical, fluorescence polarization; activity-based probe fluorescence polarization; Glutathione S-transferase omega-1 (Homo sapiens), P78417; inhibition, % at 5.96 µM; 300,000 compounds, 1.1% hits;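 active means inhibition above the campaign mean inhibition plus 3 SD, cut at about 35% in these data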;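 further: 0% = GSTO1-1 with DMSO and 100% = wells lacking GSTO1-1 enzyme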
PAFAH1B3 inh: PAFAH1B3 enzyme inhibitors, primary screen, biochemical, fluorescence polarization, human. inhibition, % at 3.39 µM. 340,000 compounds, 0.28% hits. recombinant PAFAH1B3, FP-rhodamine probe. AID 492972, 2010;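 active means inhibition above the screen-wide average of all tested compounds plus 3 SD, cut at about 25% in these data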;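 further: 0% = enzyme with DMSO only and 100% = wells lacking PAFAH1B3 protein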
pPAFAH inh: pPAFAH enzyme inhibitors, primary screen, biochemical, fluorescence polarization, human; recombinant pPAFAH, FP-rhodamine probe fluorescence polarization; Platelet-activating factor acetylhydrolase (Homo sapiens), Q13093; 330,000 compounds, 1.5% hits; AID 463082, 2010; inhibition, % at 3.39 µM;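 active means inhibition above the mean inhibition across the screen plus 3 SD, cut at about 25% in these data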;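 further: inhibitors block binding of the rhodamine activity-based probe so polarization drops; 0% = enzyme with DMSO and 100% = wells lacking pPAFAH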
PME-1 primary: PME-1 inhibitors via competitive probe labeling, primary screen, biochemical, fluorescence polarization, FP-Rh probe, HTS; 320,000 compounds, 0.53% hits; Protein phosphatase methylesterase 1 (Homo sapiens), Q9Y570; inhibition, % at 5.9 µM; AID 2130, 2009; recombinant PME-1;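 active means inhibition above the campaign mean of all compounds plus 3 SD, cut at about 26% in these data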;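 further: competitive labeling of PME-1 active site by serine hydrolase directed probe; 0% = PME-1 with DMSO and 100% = wells lacking PME-1 enzyme; inhibitors block probe labeling so polarization falls and inhibition rises; many of its hits are not listed in these tables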
PAFAH1B2 FP inh: PAFAH1B2 enzyme inhibitors, primary screen, biochemical, fluorescence polarization, human | recombinant PAFAH1B2, FP-rhodamine activity probe | Platelet-activating factor acetylhydrolase IB subunit alpha2 (Homo sapiens), P68402 | inhibition, % at 3.39 µM | 340,000 compounds, 1.2% hits;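 active means inhibition above the mean of all tested compounds plus 3 SD, cut at about 24% in these data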;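 further: 0% = enzyme with DMSO and 100% = wells lacking PAFAH1B2; many of its hits are not listed in these tables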
LYPLA1 counter: LYPLA1 inhibitors, primary screen, counter-screen for PME1 inhibitor project, biochemical, fluorescence polarization, FP-Rh probe ABPP | inhibition, % at 5.9 µM | 320,000 compounds, 0.16% hits | Acyl-protein thioesterase 1 (Homo sapiens), O75608 | recombinant LYPLA1;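 active means inhibition above the mean of all tested compounds plus 3 SD, set per campaign, cut at about 14% in these data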;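 further: inhibitors block serine hydrolase probe labeling of LYPLA1 so polarization falls; 0% = enzyme with DMSO and 100% = wells lacking LYPLA1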
Target sequence (O75608 whole entry, looked up): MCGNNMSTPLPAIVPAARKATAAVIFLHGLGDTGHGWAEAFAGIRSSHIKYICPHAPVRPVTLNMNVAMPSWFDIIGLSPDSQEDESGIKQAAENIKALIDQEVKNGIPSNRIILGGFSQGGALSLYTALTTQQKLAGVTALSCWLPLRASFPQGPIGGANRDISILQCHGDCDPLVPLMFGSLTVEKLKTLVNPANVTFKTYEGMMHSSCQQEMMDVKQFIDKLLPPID
* hit, by the source's call. An excerpt; rates above refer to the full screens.

`Cc1c(C(=O)N(C)C(C)c2ccccn2)oc2c(F)cccc12` (stereo not drawn) gave PAD4 FP inh -1.1, Fam108B counter 3.4, PAFAH2 inh 3.9, GSTO1 inh -4.4, PAFAH1B3 inh 5.4, pPAFAH inh -2.2, PME-1 primary 6.1, PAFAH1B2 FP inh 6.1 and LYPLA1 counter -0.1.
Screening COc1ccc(N2C(=O)CCC2(C(N)=O)c2ccccc2)cc1 (stereo not drawn) returned PAD4 FP inh 0.7, Fam108B counter 2.0, PAFAH2 inh -5.2, GSTO1 inh -3.2, PAFAH1B3 inh -1.1, pPAFAH inh 6.2, PME-1 primary 2.3, PAFAH1B2 FP inh -0.6 and LYPLA1 counter -0.2.
COc1cc(/C=C2\NC(=S)N(C)C2=O)ccc1OCc1cccc(F)c1 was read as PAD4 FP inh 2.8, Fam108B counter -0.9, PAFAH2 inh 5.2, GSTO1 inh -3.6, PAFAH1B3 inh -1.3, pPAFAH inh 0.9, PME-1 primary 1.7, PAFAH1B2 FP inh 2.7 and LYPLA1 counter -3.1.
`CC(Oc1ccccc1)C(=O)NC1CCSc2ccccc21` (stereo not drawn) gave PAD4 FP inh -3.5, PAFAH2 inh 9.7, PAFAH1B3 inh -2.5, pPAFAH inh 1.6, PME-1 primary 0.7, PAFAH1B2 FP inh -0.4 and LYPLA1 counter -2.7.
Screening COc1ccc(S(=O)(=O)Nc2ccc(C)cc2)cc1OC returned PAD4 FP inh 3.2, Fam108B counter 0.8, PAFAH2 inh -3.3, GSTO1 inh 9.9, PAFAH1B3 inh -2.6, pPAFAH inh 21.1, PME-1 primary 1.0, PAFAH1B2 FP inh -0.3 and LYPLA1 counter 4.3.
Screening Cc1ccc(-c2csc3ncnc(N4CCN(S(=O)(=O)c5cccs5)CC4)c23)cc1 returned PAD4 FP inh 1.4, PAFAH2 inh -4.2, PAFAH1B3 inh -1.9, pPAFAH inh -4.8, PME-1 primary -5.1, PAFAH1B2 FP inh -1.6 and LYPLA1 counter -1.6.
`CCC(C)NS(=O)(=O)c1ccc(F)c(C(=O)Nc2c(F)cc(F)cc2Br)c1` (stereo not drawn) gave PAD4 FP inh -6.7, Fam108B counter 2.3, PAFAH2 inh 4.9, GSTO1 inh 3.8, PAFAH1B3 inh 9.5, pPAFAH inh 3.5, PME-1 primary -4.5, PAFAH1B2 FP inh 3.9 and LYPLA1 counter -3.4.
CC(C)CN(C(=O)COC(=O)CCC(=O)c1ccc(Cl)cc1)c1c(N)n(Cc2ccccc2)c(=O)[nH]c1=O was read as PAD4 FP inh -0.1, Fam108B counter 0.1, PAFAH2 inh 5.4, GSTO1 inh 6.3, PAFAH1B3 inh 4.8, pPAFAH inh -0.8, PME-1 primary -4.2, PAFAH1B2 FP inh 1.0 and LYPLA1 counter 3.3.
O=C1NCCCC1C(=O)NCCNC(=O)C(F)(F)F (stereo not drawn) was read as PAD4 FP inh 3.3, Fam108B counter 2.8, PAFAH2 inh 4.9, GSTO1 inh 9.8, PAFAH1B3 inh -13.0, pPAFAH inh -0.6, PME-1 primary -8.1, PAFAH1B2 FP inh 4.6 and LYPLA1 counter -0.1.
CCN(CC)CCNC(=O)C1c2ccccc2C(=O)N(C)C1c1cn(C)c2ccccc12 (stereo not drawn) was read as PAD4 FP inh 1.9, Fam108B counter 6.5, PAFAH2 inh -1.1, GSTO1 inh 11.1, PAFAH1B3 inh 4.3, pPAFAH inh -5.8, PME-1 primary -1.4, PAFAH1B2 FP inh 4.3 and LYPLA1 counter -0.5.
CCOc1ccc(NC(=O)CN(C)C(=O)c2ccc3[nH]c4c(c3c2)CC(C)CC4)cc1OCC (stereo not drawn) was read as PAD4 FP inh 2.3, Fam108B counter 4.9, PAFAH2 inh -3.9, GSTO1 inh 2.4, PAFAH1B3 inh -4.2, pPAFAH inh 5.8, PME-1 primary 8.4, PAFAH1B2 FP inh 3.6 and LYPLA1 counter 0.5.
Screening N#Cc1cnn(-c2ccccc2)c1NC(=O)CN1CCN(c2ccccc2)CC1 returned PAD4 FP inh 4.7, Fam108B counter -0.3, GSTO1 inh 10.6, pPAFAH inh -1.9, PME-1 primary 0.8 and LYPLA1 counter 1.1.

Reprinted at random: two entries already listed
CCN(CC)CCNC(=O)C1c2ccccc2C(=O)N(C)C1c1cn(C)c2ccccc12 (stereo not drawn) was read as PAD4 FP inh 1.9, Fam108B counter 6.5, PAFAH2 inh -1.1, GSTO1 inh 11.1, PAFAH1B3 inh 4.3, pPAFAH inh -5.8, PME-1 primary -1.4, PAFAH1B2 FP inh 4.3 and LYPLA1 counter -0.5.
Screening N#Cc1cnn(-c2ccccc2)c1NC(=O)CN1CCN(c2ccccc2)CC1 returned PAD4 FP inh 4.7, Fam108B counter -0.3, GSTO1 inh 10.6, pPAFAH inh -1.9, PME-1 primary 0.8 and LYPLA1 counter 1.1.

Next part
`CNS(=O)(=O)c1cc(Cl)ccc1Sc1ccccc1C(=O)O` gave PAD4 FP inh 2.5, Fam108B counter 0.7, PAFAH2 inh 3.0, GSTO1 inh 7.9, PAFAH1B3 inh -7.6, pPAFAH inh 6.9, PME-1 primary 1.5, PAFAH1B2 FP inh 5.9 and LYPLA1 counter -1.9.
Screening COC(=O)/C(=N/Nc1cccc(C)c1)N1CCCc2ccccc21 returned PAD4 FP inh 2.2, Fam108B counter -1.0, PAFAH2 inh -1.6, GSTO1 inh 2.8, PAFAH1B3 inh 4.6, pPAFAH inh 1.4, PME-1 primary 7.5, PAFAH1B2 FP inh 1.2 and LYPLA1 counter 0.3.
CCCn1nnnc1NC(=O)c1cc(Cl)ccc1Cl was read as PAD4 FP inh 1.8, Fam108B counter -6.7, PAFAH2 inh -1.2, GSTO1 inh 20.2, PAFAH1B3 inh 5.9, pPAFAH inh 0.1, PME-1 primary 0.5, PAFAH1B2 FP inh -2.7 and LYPLA1 counter -5.5.
For Cc1cccc(NC(=S)N(C)C)c1C the results were PAD4 FP inh -3.8, Fam108B counter -0.3, PAFAH2 inh -1.4, GSTO1 inh -4.3, PAFAH1B3 inh 9.1, pPAFAH inh -0.4, PME-1 primary -3.6, PAFAH1B2 FP inh 6.6 and LYPLA1 counter -1.4.
Screening Cc1ccc(N=C2S/C(=C\c3cn(CC(=O)O)c4ccccc34)C(=O)N2C)cc1 returned PAD4 FP inh -6.6, Fam108B counter 7.0, PAFAH2 inh 8.5, GSTO1 inh -6.5, PAFAH1B3 inh 17.2, pPAFAH inh 25.8*, PME-1 primary -2.0, PAFAH1B2 FP inh 4.8 and LYPLA1 counter -1.3.
For Cc1c(O)nc(SC2CC(=O)N(c3cc(Cl)cc(Cl)c3)C2=O)[nH]c1=O (stereo not drawn) the results were PAD4 FP inh -3.4, Fam108B counter 2.5, PAFAH2 inh 9.9, GSTO1 inh -4.6, PAFAH1B3 inh 0.8, pPAFAH inh -1.8, PME-1 primary -1.6, PAFAH1B2 FP inh 8.0 and LYPLA1 counter -3.2.
Screening COC(=O)c1nc(Cl)c(Cl)c(N)c1Cl returned PAD4 FP inh 2.5, Fam108B counter 0.9, PAFAH2 inh -5.2, GSTO1 inh 4.2, PAFAH1B3 inh 2.9, pPAFAH inh -0.3, PME-1 primary -1.0, PAFAH1B2 FP inh 3.2 and LYPLA1 counter -1.3.
N#CCc1nn2c(-c3ccccc3)ccnc2c1C#N was read as PAD4 FP inh -14.8, Fam108B counter 5.3, PAFAH2 inh -2.9, GSTO1 inh -5.8, PAFAH1B3 inh 11.4, pPAFAH inh -2.1, PME-1 primary -9.1, PAFAH1B2 FP inh 3.2 and LYPLA1 counter -0.8.
`CC1(C)Cc2c(C#N)c(N3CCOCC3)nc(Cc3ccccc3)c2CO1` gave PAD4 FP inh -0.8, Fam108B counter 0.2, PAFAH2 inh 3.9, GSTO1 inh -1.6, PAFAH1B3 inh 3.2, pPAFAH inh 4.9, PME-1 primary -0.7, PAFAH1B2 FP inh 3.1 and LYPLA1 counter -0.8.
Cc1ccc(OC(=O)CCN2C(=O)c3ccccc3C2=O)cc1C was read as PAD4 FP inh 0.2, Fam108B counter 1.8, PAFAH2 inh 1.2, GSTO1 inh -2.2, PAFAH1B3 inh 7.4, pPAFAH inh 3.1, PME-1 primary -3.6, PAFAH1B2 FP inh 3.6 and LYPLA1 counter -1.8.
`O=C(Nc1cccnc1)c1cccc(S(=O)(=O)Nc2cccc(Cl)c2)c1` gave PAD4 FP inh -5.1, PAFAH2 inh 7.2, PAFAH1B3 inh -5.4, pPAFAH inh 10.1, PME-1 primary 3.4, PAFAH1B2 FP inh 3.8 and LYPLA1 counter -2.8.
COC(=O)c1ccc(NC(=O)c2cccnc2)cc1 was read as PAD4 FP inh -0.5, Fam108B counter 3.8, PAFAH2 inh 3.5, GSTO1 inh 9.6, PAFAH1B3 inh 2.7, pPAFAH inh 2.0, PME-1 primary -2.2, PAFAH1B2 FP inh -0.8 and LYPLA1 counter -1.6.
For CC(=O)N/C(=N\OCc1ccccc1Cl)c1nonc1NC(C)=O the results were PAD4 FP inh -5.8, Fam108B counter 2.3, PAFAH2 inh 2.1, GSTO1 inh 5.2, PAFAH1B3 inh 8.0, pPAFAH inh -1.3, PME-1 primary 0.9, PAFAH1B2 FP inh -0.6 and LYPLA1 counter -0.9.
For CCc1cccc2c(C(=O)C(NCCOC)c3ccccc3)c[nH]c12 (stereo not drawn) the results were PAD4 FP inh -0.2, Fam108B counter 3.0, PAFAH2 inh 3.2, GSTO1 inh 0.2, PAFAH1B3 inh -3.6, pPAFAH inh 1.1, PME-1 primary -0.2, PAFAH1B2 FP inh 3.5 and LYPLA1 counter -2.0.
Screening CC(=O)C1C(c2ccc(Cl)cc2)c2c(n[nH]c2C)CC1(C)O (stereo not drawn) returned PAD4 FP inh -5.0, Fam108B counter -0.8, PAFAH2 inh 6.8, GSTO1 inh 18.4, PAFAH1B3 inh 12.7, pPAFAH inh 1.1, PME-1 primary 1.8, PAFAH1B2 FP inh 8.7 and LYPLA1 counter 1.4.
`Cc1ccc(NC(=O)CC2CS(=O)(=O)CC2CC(=O)Nc2ccc(C)c(C)c2)cc1C` (stereo not drawn) gave PAD4 FP inh -2.5, Fam108B counter 0.3, PAFAH2 inh -14.2, GSTO1 inh 5.0, PAFAH1B3 inh -5.3, pPAFAH inh 0.8, PME-1 primary -4.0, PAFAH1B2 FP inh 12.0 and LYPLA1 counter -2.2.
For Cc1cc(C(=O)CSc2nn3c(=O)c(C(C)(C)C)nnc3s2)c(C)n1C1CC1 the results were PAD4 FP inh 1.1, Fam108B counter 2.4, PAFAH2 inh 3.2, GSTO1 inh 0.7, PAFAH1B3 inh 12.6, pPAFAH inh 5.8, PME-1 primary -3.6, PAFAH1B2 FP inh 2.2 and LYPLA1 counter -2.4.
